# West Nile virus CPE – inhibition of WNV-induced cytopathic effect – cell-based, CPE readout (AID 1621); West Nile virus-infected cells, CPE inhibition; higher % means a stronger effect; CPE inhibition, % at 10 µM, or IC50 in µM where a hit was titrated; 290,000 compounds, 0.02% hits; in the data active means a potency from the dose series; further: strong numbers were not always called active
# Ins promoter up – MIN6 insulin promoter up-regulation; MIN6 insulin promoter-GFP reporter, high-content imaging; active compounds read high; z-score at 5 µM; 190,000 compounds, 0.3% hits; AID 1625;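 active means z-score above 3 at 5 µM with at least 500 cells counted in the well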
# Autophagy HCS – alters autophagy in cells. MEF GFP-LC3 puncta imaging; test concentration mostly 10 µM. calls only at 10 µM (by protocol). 190,000 compounds, 0.98% hits. AID 463193;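 active means percentage of spot-positive cells more than 3 SD above its plate mean, without a fluorescence outlier flag or 80% toxicity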;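 further: spot-positive cell cutoff set from DMSO-treated cells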
# Lipid droplet – modulators of hepatic lipid droplet formation | AML12 mouse hepatocytes, oleate lipid droplets, BODIPY imaging | inhibition, % at 6.5 µM | 240,000 compounds, 0.4% hits | AID 1656;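 active means lipid droplet intensity inhibited by at least 50%, with more than 500 cells counted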
#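 Material: mouse AML12 hepatocyte cell line, fixed after treatment; Timing: compound with oleate, overnight; Technique: high-content imaging of BODIPY-stained droplets and DAPI nuclei; Probe or stimulus: oleate, 100 µM final; Dosing: compound at 6.5 µM only.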
# Myeloid diff 2 – compounds promoting myeloid differentiation | 360,000 compounds, 1% hits | AID 624256 | calls only at 10 µM | ER-HoxA9 myeloid progenitors, lysozyme-GFP differentiation, flow cytometry;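 active means normalized GFP-positive differentiation at or above the plate's own cutoff, the solvent-only control mean plus 3 SD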;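 further: cells exposed to compound for four days before flow analysis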
# MT stabilizer – stabilizes microtubules in HeLa cells; HeLa tubulin immunostaining HCS, 24 h; share of cells brighter than vehicle mean+2SD; % tubulin-high responders, % at 10 µM; 200,000 compounds, 0.83% hits; AID 2205;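 active means plate Z-score above 3 for both tubulin-high and condensed-nucleus cell shares, with cell loss under 80%, at 10 µM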;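 further: anti alpha tubulin signal scored within the nucleus-defined area of each cell; some results filed as inactive read as strong as hits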
# T cell modulator – T cell immune modulation candidate | AID 2052 | 330,000 compounds, 0.068% hits | 2C CD8+ T cell-vesicle binding, flow cytometry; active compounds read low | calls only at 7 µM;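 active means response, share of CD8 T cells binding vesicles, and their 90th percentile fluorescence all below set limits, cut at about 80% in these data, passing the limit was not always enough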
#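 System: murine 2C transgenic CD8+ T lymphocytes; also added: QL9-loaded Drosophila micro-vesicles; times: binding 1.5 h at 37 °C; measured by: flow cytometry, PE anti-B7-1 (FL2) versus Alexa647 anti-CD8 (FL8), PFA-fixed; control set: Peptide-free naked vesicles (low) and QL9 vesicles with 0.7% DMSO vehicle (high)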
# b-catenin transl – modulators of beta-catenin nuclear translocation | HeLa beta-catenin nuclear translocation, immunofluorescence imaging | nuclear translocation activity, % at 5 µM | 190,000 compounds, 0.3% hits | AID 1665;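 active means nuclear translocation activity above 50% at 5 µM, with a well cell count of 50 or more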;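 further: per-cell ratio of nuclear to cytoplasmic median beta-catenin stain intensity; plate controls were DMSO negative control for no effect and GSK-3 inhibitor IX positive control for full effect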
#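 Technique: fluorescence imaging of beta-catenin antibody stain plus DAPI / Material: human HeLa cell line / Incubation: compound treatment 24 h, 37°C, 5% CO2 / Read-out basis: % activation of per-cell nuclear versus cytoplasmic median beta-catenin signal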
# WT yeast gro inh – growth inhibition of WT yeast, mitochondrial fusion screen. inhibition, % at 10 µM. 190,000 compounds, 2.1% hits. mitochondrial fusion phenotypic screen, WT strain; in the data active means inhibition above about 58%; tested in S. cerevisiae
# WT yeast gro inh mutant strain – further read-out of WT yeast gro inh, marked with its call; inhibition, %; mitochondrial fusion phenotypic screen, mutant strain inhibition
# Ins promoter up cell count – further read-out of Ins promoter up, marked with its call; cell count; measured here: cytotoxicity, nuclei count;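 total cells summed across four imaged fields per well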
# Lipid droplet cells 6.5 µM – second read-out of Lipid droplet, no call of its own (marks repeat the call); cell count; measured here: cell count, cytotoxicity flag;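 cells counted across two imaged fields per well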
# b-catenin transl cell count 5 µM – recorded beside b-catenin transl, whose call it bears; cell count; measured here: cell count, cytotoxicity flag
# T cell modulator vesicle-bound % – also measured in T cell modulator; calls as there; double positive events, %; measured here: CD8+ vesicle-bound cell fraction;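 binding gate set so that unloaded-vesicle control wells show 10% double positive cells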
# MT stabilizer Hoechst-high % – further read-out of MT stabilizer, marked with its call; % Hoechst-high responders; measured here: nuclear condensation Hoechst responders;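 share of cells brighter than vehicle mean plus two SD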
# MT stabilizer cytotoxicity % – second read-out of MT stabilizer, no call of its own (marks repeat the call); toxicity, %; measured here: cytotoxicity by cell density;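 0% = mean cell density of plate MIN control wells and 100% = no cells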
# Autophagy HCS cell loss 18 h – recorded beside Autophagy HCS, whose call it bears; toxicity, %; measured here: cell loss, nuclei count;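 cell loss after 18 h compound exposure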
# Myeloid diff 2 GFP+ MAC1+ % – further read-out of Myeloid diff 2, marked with its call; GFP+ MAC1+ double positive, %; measured here: differentiation confirmed by MAC1 staining
# An asterisk follows results filed as active; i = inactive; x = no result given; + = active, no number.
SMILES,West Nile virus CPE,Ins promoter up,Ins promoter up cell count,Autophagy HCS,Autophagy HCS cell loss 18 h,Lipid droplet,Lipid droplet cells 6.5 µM,Myeloid diff 2,Myeloid diff 2 GFP+ MAC1+ %,MT stabilizer,MT stabilizer Hoechst-high %,MT stabilizer cytotoxicity %,T cell modulator,T cell modulator vesicle-bound %,b-catenin transl,b-catenin transl cell count 5 µM,WT yeast gro inh,WT yeast gro inh mutant strain
COc1ccccc1CNC(=O)CN1C(=O)COc2ccc(S(=O)(=O)NC3CCCC3)cc21,-0.4%,x,x,x,x,24.5,759,i,0.0,x,x,x,i,23.4,x,x,x,x
COCCN(C(=S)Nc1cccc(C)c1C)C(C)c1ccco1 (stereo unspecified),-0.3%,-0.45,1162,i,6.8,15.3,725,i,0.5,3.0,3.3,5.7,i,25.6,1.8,1071,36.7,20.9
O=[N+]([O-])c1ccc(-c2cn(-c3ccc(Cl)cc3)c(=S)[nH]2)cc1,0.6%,-0.13,1415,i,6.1,14.3,620,i,1.2,9.6,2.0,6.8,i,49.9,-2.7,1159,11.3,3.1
Cc1cc(C(=O)Nc2ccc3c(c2)CCC3)c2ccccc2n1,-0.8%,0.37,1087,i,7.6,-4.2,719,i,0.2,2.8,2.9,5.0,i,54.7,-1.4,1090,-10.1,-16.5
Cc1cc(/C=C2/NC(=O)N(c3ccccc3)C2=O)c(C)n1-c1cccnc1,-0.8%,0.16,1186,i,-2.0,-2.4,635,i,0.2,3.6,2.3,3.9,i,56.1,1.1,551,-5.0,-17.7
CCOC(=O)c1sc(Nc2ccc(Br)cc2)nc1C,-0.9%,-0.71,1140,x,x,-12.2,686,i,0.1,x,x,x,i,30.8,-1.1,1232,x,x
Cc1cc(C2C(=O)CC(=O)CC2c2ccccc2)on1 (stereo unspecified),0.3%,1.99,1245,i,20.5,x,x,i,0.5,1.4,1.0,16.4,i,56.7,-3.7,974,4.0,13.1
CC(C)CC1NC(=O)N(Cc2cc(=O)n3ccsc3n2)C1=O (stereo unspecified),0.0%,-0.49,1525,i,4.3,-7.9,716,i,0.8,1.1,1.1,6.0,i,28.1,-5.1,1120,-1.9,-7.1
O=C(CSc1nncs1)NCCCc1ccccc1,-0.2%,0.59,1207,i,12.0,8.0,705,i,0.1,2.5,2.1,5.0,i,32.8,-0.8,1019,-0.2,-22.3
O=C(Nc1ccccc1)c1sc2cc(C(F)(F)F)cnc2c1-c1cccs1,-0.2%,0.14,910,i,15.2,4.9,773,i,0.2,i,x,100.0,i,0.7,-2.8,1219,20.7,28.7
O=C(CN(Cc1ccccc1F)C(=O)Cn1nnc(-c2cccs2)n1)NC1CCCCC1,-1.0%,-0.17,1729,i,-0.3,1.4,697,i,0.2,2.0,1.1,4.4,i,22.8,-0.1,1093,-15.4,-10.6
O=C(NCCc1ccc(Cl)cc1)c1ccc(=O)[nH]c1,-0.1%,x,x,x,x,-2.2,816,i,0.5,x,x,x,i,24.4,x,x,x,x
Cc1cc(C(=O)COc2ccc3ccc(=O)oc3c2)c(C)n1Cc1cccs1,-0.8%,0.4,1513,i,-0.8,-7.3,653,i,0.4,3.1,3.0,1.2,i,32.2,0.6,1009,-0.9,-2.4
Cn1c(SCC(=O)N2CCc3ccccc32)nc2cccnc21,-0.4%,-1,1185,i,11.4,x,x,i,2.3,5.1,1.6,8.4,i,52.5,1.4,988,24.1,10.1
O=C(N/N=C\c1cccnc1)c1ccc(Br)s1,-0.2%,x,x,x,x,6.8,798,i,0.8,x,x,x,i,69.9,x,x,x,x
Cc1ccc(/C=C/C(=O)Nc2nn[nH]n2)o1,0.0%,-0.11,1293,i,-12.6,15.7,722,i,1.1,4.4,3.5,5.2,i,40.2,-2.5,603,-26.8,-7.3
Cc1ccc(CNCCC2=CCCCC2)cc1,-1.1%,-0.57,959,i,12.4,-3.0,719,i,3.6,2.1,1.6,10.0,i,48.0,0.5,1217,5.9,15.2
O=C1C2C3c4ccccc4C(c4ccccc43)C2C(=O)N1Cc1cccnc1 (stereo unspecified),0.1%,0.76,1594,i,7.7,x,x,i,0.3,3.9,2.8,1.2,i,46.9,-2.1,1033,-16.4,-6.5
CCOC(=O)c1cc(C#N)c(Oc2ccccc2)nc1-c1ccccc1,-0.4%,0.04,1582,i,1.6,-0.6,649,i,2.4,1.3,1.1,9.7,i,25.3,-2.6,1104,2.3,-16.7
CC(C)CN(C(=O)c1cccc([N+](=O)[O-])c1)c1c(N)n(CC(C)C)c(=O)[nH]c1=O,0.3%,x,x,x,x,-5.4,838,i,0.5,x,x,x,i,23.5,x,x,x,x
NS(=O)(=O)c1ccc(CNC(=O)/C=C/c2c(Cl)cccc2Cl)cc1,x,x,x,i,-28.1,x,x,x,x,3.4,1.9,8.1,i,14.2,x,x,4.0,-4.4
Fc1cccc(-c2cc3nc(-c4ccccc4)cc(N4CCC5(CC4)OCCO5)n3n2)c1,0.5%,-1.31,995,i,-2.4,-0.4,725,i,1.0,3.9,2.0,8.2,i,38.1,-0.3,1129,48.9,0.2
CCOc1cccc(C(=O)Nc2ccc(S(=O)(=O)Nc3cc(C)on3)cc2)c1,-0.1%,x,x,x,x,3.8,809,i,0.9,x,x,x,i,50.1,x,x,x,x
[O-][n+]1c2c(c3c4non(O)c4ccc31)CCCC2,-0.4%,-0.14,944,i,7.4,-21.0,764,x,x,4.1,2.7,3.5,i,36.9,-3.2,1148,76.0,81.4
O=C(Oc1cccc2cccnc12)c1cccs1,-0.2%,-0.13,1326,i,20.9,9.5,737,+,1.8*,4.8,1.2,11.0,i,52.2,-0.7,1227,-24.4,20.8

# Grouped by structure, the entries above with a furan ring, fused or not (2)
SMILES,West Nile virus CPE,Ins promoter up,Ins promoter up cell count,Autophagy HCS,Autophagy HCS cell loss 18 h,Lipid droplet,Lipid droplet cells 6.5 µM,Myeloid diff 2,Myeloid diff 2 GFP+ MAC1+ %,MT stabilizer,MT stabilizer Hoechst-high %,MT stabilizer cytotoxicity %,T cell modulator,T cell modulator vesicle-bound %,b-catenin transl,b-catenin transl cell count 5 µM,WT yeast gro inh,WT yeast gro inh mutant strain
COCCN(C(=S)Nc1cccc(C)c1C)C(C)c1ccco1 (stereo unspecified),-0.3%,-0.45,1162,i,6.8,15.3,725,i,0.5,3.0,3.3,5.7,i,25.6,1.8,1071,36.7,20.9
Cc1ccc(/C=C/C(=O)Nc2nn[nH]n2)o1,0.0%,-0.11,1293,i,-12.6,15.7,722,i,1.1,4.4,3.5,5.2,i,40.2,-2.5,603,-26.8,-7.3

# More results follow.
SMILES,West Nile virus CPE,Ins promoter up,Ins promoter up cell count,Autophagy HCS,Autophagy HCS cell loss 18 h,Lipid droplet,Lipid droplet cells 6.5 µM,Myeloid diff 2,Myeloid diff 2 GFP+ MAC1+ %,MT stabilizer,MT stabilizer Hoechst-high %,MT stabilizer cytotoxicity %,T cell modulator,T cell modulator vesicle-bound %,b-catenin transl,b-catenin transl cell count 5 µM,WT yeast gro inh,WT yeast gro inh mutant strain
Cc1ccc(N2CCN(c3ccc(NCc4nc5ccccc5n4C)cc3)CC2)cc1,-1.2%,-0.66,748,i,14.4,-0.9,715,i,0.6,1.8,4.4,11.2,i,45.4,2.1,519,12.8,7.7
CC(=O)C1=C(O)C(=O)N(C)C1c1ccccc1F (stereo unspecified),0.7%,0.15,1152,i,-11.0,x,x,i,0.5,4.0,2.8,0.3,i,54.0,1.5,1132,1.9,-8.3
CCc1ccccc1NC(=S)N1CCNC(=O)C1CC(=O)OC (stereo unspecified),-0.9%,0.51,1283,i,-9.6,8.4,697,i,0.7,5.3,2.4,7.5,i,51.3,0.1,1317,-3.9,8.9
Cc1cc(Cl)ccc1OC(C)C(=O)Nc1ccc(C(=O)Nc2ccccc2C(=O)O)cc1 (stereo unspecified),1.8%,x,x,x,x,7.0,810,i,2.3,x,x,x,i,65.3,x,x,x,x
COc1cc(C(=O)Nc2ccc3c(c2)nc(C)n3C)cc(OC)c1OC,2.8%,x,x,x,x,-15.9,777,i,0.2,x,x,x,i,60.1,x,x,x,x
O=C(O)CC1(CC(=O)NCc2ccc(Cl)cc2)CCCCC1,-0.2%,x,x,x,x,-2.2,812,i,0.4,x,x,x,i,44.4,x,x,x,x
CC(C)N(Cc1ccccc1)C(=S)Nc1ccc(OC(F)F)cc1,-0.1%,-0.44,1401,i,15.9,-2.3,671,i,0.2,4.2,2.3,12.6,i,18.3,-4.3,599,-1.3,-27.2
O=C1c2ccccc2C(=O)N1CCc1nc(-c2ccc(Cl)cc2)no1,1.5%,0.49,847,i,3.7,x,x,i,0.2,3.3,2.4,2.1,i,55.5,x,x,-3.0,-3.3
O=C(CSc1nnc(Cc2cc(=O)[nH]c(=O)[nH]2)n1-c1ccc(Cl)cc1)NC1CCCC1,1.4%,-1.41,929,i,-8.2,x,x,i,2.6,2.9,3.6,10.4,i,65.6,-1.6,1096,14.4,-3.1
Cc1onc(-c2ccccc2)c1C(=O)N(Cc1ccccn1)Cc1ccccn1,0.1%,x,x,x,x,-5.3,720,i,1.1,x,x,x,i,0.2,-0.6,1322,x,x
COc1ccc(CC(=O)N(CC2CCCO2)c2nc3ccccc3s2)cc1 (stereo unspecified),-0.7%,-0.15,1453,i,7.1,-5.5,621,i,0.9,4.0,2.0,9.4,i,49.5,-0.7,1150,-5.5,8.3
CC(C)=N/N=C1/NC(=O)C(Cc2ccccc2)S1 (stereo unspecified),-0.3%,x,x,x,x,-1.9,827,i,0.4,x,x,x,i,50.0,x,x,x,x
Cc1nnc(NC(=O)CSc2nnc(Cc3cccn3C)n2C)s1,0.1%,-1.87,1343,x,x,-5.5,696,i,2.9,1.4,1.8,9.3,i,44.5,1.9,1056,10.5,-4.5
CCOC(=O)c1cnn2c1[nH]c(=O)c1ccccc12,0.0%,0.08,1421,i,15.8,x,x,i,0.4,2.6,3.7,13.3,i,12.6,-2.1,1099,-4.7,2.8
COC(=O)Nc1ccc2c(c1)Nc1ccccc1CC2,-1.0%,x,x,x,x,-4.9,766,i,0.6,x,x,x,i,35.1,x,x,x,x

# Bioassay records as filed in PubChem.
